ERK EGF block – qHTS Assay for Inhibitors of the ERK Signaling Pathway using a Homogeneous Screening Assay; Stimulation with EGF; Potency, µM (series often up to 11.5 µM), for inactives: at the top dose activity change, negative = inhibition, most hits filed as inhibitors; actives 0.41% (n = 130,000); AID 1454, 2008; HEK293-V1b, EGF-stimulated phospho-ERK AlphaScreen; active means well fitted inhibition curve with a large enough effect; inconclusive means small, poorly fitted or top-dose-only effect, or effect the other way;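 further: plate controls were stimulated vehicle wells for no effect and unstimulated vehicle basal for full effect; nearly all actives have a fitted effect of over 55% in size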
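Cell line HEK293 (stable V1b), low serum overnight. Pretreatment: compound 30 min, 37C. EGF 25 nM, 5 min. Detection: SureFire AlphaScreen, 5 h RT. AC50 via standard Hill equation.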
Numbers without * were called inactive; ? = inconclusive; & = joins results of further samples; [ ] = dose if it differs, or a comment. Potency means the concentration at half of the fitted maximal effect.

ERK EGF block	Structure
-8%	Cc1cc(C)cc(NC(=S)N2CCN(CCO)CC2)c1
0%[57.5 µM]	O=c1[nH]c2ccccc2nc1/C=C/c1ccc(Cl)cc1
0%	COC(=O)c1ccc(COc2ccccc2/C=C(\C#N)C(=O)Nc2c(C)cc(C)cc2C)cc1
12%[57.5 µM]	C1CN(c2nc(N3CCOCC3)nc(N3CCOCC3)n2)CCO1
?	COC(=O)Nc1ccc(S(=O)(=O)N2CCCC(C(=O)N3CCN(C)CC3)C2)cc1 (configuration not stated)
-5%	CCN1/C(=C/C=C/c2oc3ccc(-c4ccccc4)cc3[n+]2CC)Oc2ccc(-c3ccccc3)cc21
4%	NS(=O)(=O)c1ccc(CNC(=S)NC2CC2)cc1
-13%[57.5 µM]	O=C(O)c1ccc(Cl)c(S(=O)(=O)Nc2ccc3[nH]c(=O)[nH]c3c2)c1
-1%[57.5 µM]	COc1c(/C=N/Nc2ccc(C(=O)O)cc2)c(CCN(C)C(C)=O)cc2c1OCO2
-5%	Cc1cccc(N(CC(=O)N2CCN(c3ccc(F)cc3)CC2)S(C)(=O)=O)c1C
-2%[57.5 µM]	CCOC(=O)C1(CCc2ccccc2)CCN(C(=O)CCn2cnnn2)CC1
-2%	CCOc1ccc(-c2nc(N)ncc2-c2ccc(OC)cc2)c(O)c1
-3%	COc1cc(Br)cc(C2C3=C(CCCC3=O)N(c3ccc(F)cc3)C3=C2C(=O)CCC3)c1O
?	Cc1ccccc1NC(=O)c1ccc(Nc2c([N+](=O)[O-])cc([N+](=O)[O-])c3ccccc23)cc1
-10%	Cc1ccccc1Nc1nc(N)nc(CSc2nnc3ccccn23)n1
-11%	O=C(NC1CCN(Cc2ccccc2)CC1)c1cc(Br)c(Br)[nH]1
7%	O=[N+]([O-])c1ccc(S(=O)(=O)CC2CSc3nc4ccccc4n32)cc1 (configuration not stated)
-1%	CC(C)N1CCC(N2CCN(Cc3cccc4nonc34)CC2CCO)CC1 (configuration not stated)
-10%[57.5 µM]	O=C(NNC(=O)c1csc(-c2cccnc2)n1)Nc1ccc(Cl)cc1
?	CCOc1cccc2sc(NN)nc12
1%	COc1ccc(OCC#CCN2CC(C)OC(C)C2)cc1 (configuration not stated)
7%[57.5 µM]	O=C(C1=C[C@@H](C2CCCCC2)C[C@@H](OCc2ccc(CO)cc2)O1)N1CCN(Cc2ccccc2)CC1
1%	Cc1nc2scc(-c3ccccc3)c2c(=O)n1N=C1C=CC(=O)C=C1
-1%	Cc1ccc(NC(=O)c2ccccc2-c2cc(C)no2)cc1
-2%[57.5 µM]	C=CCOC(=O)C1=C(C)OC(N)=C(C#N)C1c1ccco1 (configuration not stated)
10%	CC1=CC(C)(C)N(C(=O)CN2C(=O)c3ccccc3C2=O)c2ccc(C)cc21
-2%	C=CC[N+]1(CC#Cc2ccccc2)CCCC1
6%	Cc1cc(O)ccc1C1(c2ccc(O)cc2C)OC(=O)c2ccccc21
2%[57.5 µM]	CCOc1cccc2cc(C(N)=O)c(=N)oc12
3%[57.5 µM]	Cc1cc(C(=O)NNS(=O)(=O)c2ccc(F)cc2)nn1C(C)(C)C

Next section; the last seven above are carried over.
ERK EGF block	Structure
-1%	Cc1ccc(NC(=O)c2ccccc2-c2cc(C)no2)cc1
-2%[57.5 µM]	C=CCOC(=O)C1=C(C)OC(N)=C(C#N)C1c1ccco1 (configuration not stated)
10%	CC1=CC(C)(C)N(C(=O)CN2C(=O)c3ccccc3C2=O)c2ccc(C)cc21
-2%	C=CC[N+]1(CC#Cc2ccccc2)CCCC1
6%	Cc1cc(O)ccc1C1(c2ccc(O)cc2C)OC(=O)c2ccccc21
2%[57.5 µM]	CCOc1cccc2cc(C(N)=O)c(=N)oc12
3%[57.5 µM]	Cc1cc(C(=O)NNS(=O)(=O)c2ccc(F)cc2)nn1C(C)(C)C
-3%	COCCCNC(=S)N1CCN(c2nc3ccccc3s2)CC1
-6%	CCN(C(=O)CSc1nc2ccccc2c(=O)n1-c1cccc(C)c1)C1CCS(=O)(=O)C1 (configuration not stated)
-10%	Cc1cc(Sc2nc(N(C)C)nc(N(C)C)n2)nc(Cl)n1
-4%	CC(C)Oc1cccc(C(=O)C2CCCN(C(=O)c3ccoc3)C2)c1 (configuration not stated)
2%[57.5 µM]	CCN(CC)S(=O)(=O)c1ccc(N2CCOCC2)c(NC(=O)COc2ccc(C#N)cc2)c1
13%	O=C(/C=C/c1ccco1)N1CCN(C/C=C/c2ccccc2)CC1
2%	O=C(Cn1cc(C(F)(F)F)ccc1=O)NCCc1ccc(Cl)cc1Cl
-12%	CCN(CC)S(=O)(=O)c1cccc(N=NC2=C(O)CCCC2=O)c1
-6%	NC(N)=Nc1nc(-c2ccccc2)c2cc(F)ccc2n1
8%	COc1ccc(CNC(=O)c2ccc3c(=O)n(CCCN4CCCC4=O)c(=S)[nH]c3c2)cc1
11%	N[C@@H](Cc1c[nH]c2ccccc12)C(=O)O
1%	CN(C)c1ccc(-c2nnn(CC(=O)Nc3ccc4c(c3)OCCO4)n2)cc1
-8%[57.5 µM]	CCOC(=O)CN1C(=N)N(c2nc(NC(C)C)nc(OC)n2)CC1=O
3%	Cn1c(O)c(C=Nc2ccc(Br)cc2)sc1=O
-8%[57.5 µM]	O=c1[nH]c2ccc([N+](=O)[O-])cc2nc1/C=C(\O)c1ccccc1
-8%	Cn1c(-c2sc3cc(C(F)(F)F)cnc3c2-c2cccs2)n[nH]c1=S
-2%[57.5 µM]	COC(=O)C(C)N1CCC(=O)c2ccccc2S1(=O)=O (configuration not stated)
5%&2%[57.5 µM]	CN(C)S(=O)(=O)Nc1cccc(Br)c1
1%	COC(=O)C1=C(C)NC(=O)NC1c1ccc(-c2ccc(F)cc2)o1 (configuration not stated)
-2%	CNCCCOc1cccc(Oc2ccccc2)c1
-5%	O=C(c1cccnc1)N(c1cc2sc(=O)oc2c2ccccc12)S(=O)(=O)c1ccccc1
-1%	CC(NC(=S)Nc1ccccc1C(F)(F)F)C1CC2CCC1C2 (configuration not stated)
1%	CC(C)C[C@@H](CC(=O)N[C@@H](CCCN)CC(=O)N[C@@H]1CCNC[C@H]1C(=O)N[C@H](CC(=O)N[C@@H](CCC(=O)O)CC(=O)O)Cc1ccccc1)NC(=O)[C@@H]1CCCC[C@H]1N
-9%	CC(C)c1cccc(C(C)C)c1NC(=O)c1ccccc1
1%	O=C(NC1CCS(=O)(=O)C1)c1cccnc1 (configuration not stated)
8%	COc1ccc(C(=O)/C=C/Nc2c(C)n(C)n(-c3ccccc3)c2=O)c(OC)c1
7%[57.5 µM]	Cc1cccn2c(=O)c(C=O)c(N3CCC4(CC3)OCCO4)nc12
1%	COc1ccc(-c2c(C(C)=O)c(C)nc3sc4c(=O)[nH]nnc4c23)cc1
7%	COc1ccc(N2CCN(C(CNC(=O)C(=O)NCc3ccncc3)c3ccco3)CC2)cc1 (configuration not stated)
0%	COc1ccc(CCNCC(=O)Nc2ccccc2C(F)(F)F)cc1

An excerpt from above in order of molar mass, rising:
ERK EGF block	Structure
-8%[57.5 µM]	O=c1[nH]c2ccc([N+](=O)[O-])cc2nc1/C=C(\O)c1ccccc1
8%	COc1ccc(C(=O)/C=C/Nc2c(C)n(C)n(-c3ccccc3)c2=O)c(OC)c1
2%[57.5 µM]	CCN(CC)S(=O)(=O)c1ccc(N2CCOCC2)c(NC(=O)COc2ccc(C#N)cc2)c1

Random excerpt: 3 entries already listed, in no set order.
ERK EGF block	Structure
-8%	Cn1c(-c2sc3cc(C(F)(F)F)cnc3c2-c2cccs2)n[nH]c1=S
-5%	O=C(c1cccnc1)N(c1cc2sc(=O)oc2c2ccccc12)S(=O)(=O)c1ccccc1
-6%	CCN(C(=O)CSc1nc2ccccc2c(=O)n1-c1cccc(C)c1)C1CCS(=O)(=O)C1 (configuration not stated)

(next part)
ERK EGF block	Structure
-14%[57.5 µM]	O=C1NCCN(C(=O)CCc2nnc(-c3ccsc3)o2)C1c1ccc(F)cc1 (configuration not stated)
-5%	O=C(Nc1nc(-c2ccc(Cl)cc2)cs1)C1CCCO1 (configuration not stated)
-6%	O=C(c1ccc(=O)[nH]n1)N1CCN(S(=O)(=O)c2ccc3ccccc3c2)CC1
-4%	O=C(O)CCSc1nc2ccccc2c(=O)[nH]1
13%	COc1ccc(/C=N/Nc2ncc(C(F)(F)F)cc2Cl)cc1OC
-4%	CC1c2[nH]c3ccccc3c2CCN1C(=O)Nc1ccccc1 (configuration not stated)
3%	CC(CN(C)C)CN1c2ccccc2Sc2ccccc21 (configuration not stated)
-5%[57.5 µM]	Cn1cnnc1SCC(=O)N/N=C/c1ccc(OCC(N)=O)cc1
8%	CCC(=O)N1N=C(c2ccccc2)CC1c1ccc([N+](=O)[O-])cc1 (configuration not stated)
-27%[57.5 µM]	O=C1CC(/C=C/c2ccc([N+](=O)[O-])cc2)=Nc2ccccc2N1
-13%	O=C(NC1CCCCC1)C(c1ccccn1)N(C(=O)c1csnn1)C1CC1 (configuration not stated)
-1%[57.5 µM]	O=c1c2[nH]c3ccc(F)cc3c2ncn1CCC1=CCCCC1
?	O=C(NCCCN1CCC(Cc2ccccc2)CC1)c1ccc2nc(N3CCOCC3)sc2c1
1%	COc1ccc(N2CCN(C(=O)Cn3nnc(-c4ccccc4N)n3)CC2)cc1
0%[57.5 µM]	N#Cc1ccccc1S(=O)(=O)Nc1ccc2c(c1)C(=O)OC2
-6%	COC(=O)[C@@H]1C[C@@]2(O)[C@@H](O)[C@@H](O)[C@@H](O)C[C@H]2N1CC(c1ccccc1)c1ccccc1
0%	COc1cc(/C=N/NC(=O)Cc2ccccc2)ccc1Oc1ccc([N+](=O)[O-])cc1[N+](=O)[O-]
2%	CCOc1ccc(N2C(=O)/C(=C/c3ccco3)N(C)C2=S)cc1
3%	COc1ccccc1NC(=O)C1CCCN(c2nc(C)cc(C)n2)C1 (configuration not stated)
1%[57.5 µM]	Cn1nnc2c(C(N)=O)ncn2c1=O
-14%	O=C(Cc1ccc(Cl)cc1)Nc1ccc2c(c1)C(=O)NC2=O
4%	Nc1n[nH]c(-c2ccccc2[N+](=O)[O-])n1
-5%[57.5 µM]	N/C(=N\OC(=O)C12CC3CC(CC(C3)C1)C2)c1ccncc1
17%[57.5 µM]	COc1cccc(CNC(=O)C(Cc2ccccc2)n2cccc2)c1 (configuration not stated)
15%	Cc1cc(C)c(NC(=O)CSc2ccc3nnc(CCNC(=O)c4ccccc4)n3n2)c(C)c1
3%[57.5 µM]	CCCCC1=CC2=CC(=O)C(C)(OC(=O)CC)C(=O)C2=CN1Cc1ccc2c(c1)OCO2 (configuration not stated)
12%[57.5 µM]	COc1cccc(Oc2nccc(N(C)C)c2C#N)c1
17%[57.5 µM]	CCn1c2c(c(=N)c3ccccc31)CCC2
-11%[57.5 µM]	Cn1c(=O)[nH]c(=O)c2c1ncn2CCN1CCOCC1
-3%[57.5 µM]	Cc1nccc(-c2cc(-c3ccc(Cl)cc3Cl)no2)n1
16µM*	Cn1c(N=Nc2ccc(N3CCOCC3)cc2)[n+](C)c2ccccc21
10%	O=C(CSc1nnc(-c2ccncc2)n1CC1CCCO1)Nc1ccccc1Cl (configuration not stated)
1%[57.5 µM]	CC12CCC(C(=O)NCc3ccccn3)(OC1=O)C2(C)C (configuration not stated)
5%	CCOC(=O)C1(Cc2ccc(OC)cc2)CCN(C(=O)C2CCCO2)CC1 (configuration not stated)
8%	CCNc1ccc(S(=O)(=O)N(C)C)cc1NCC(=O)Nc1ccccc1Cl
2%	CC1(C)OC(=O)C(=NNc2ccc(Br)cc2)C(=O)O1
2%	O=C1CCCc2nn(-c3ccccc3)nc21
?	c1ccc(-c2cc3c(NCC4COc5ccccc5O4)ncnc3s2)cc1 (configuration not stated)
0%	CCCC1(C(=O)OC)NC(c2ccco2)C2C(=O)N(C)C(=O)C21 (configuration not stated)
2%	Cc1ccc(C)c(-n2cc(CN3CCN(C(=O)c4ncn[nH]4)CC3)c(-c3ccccc3)n2)c1
-2%	COc1ccc(/C(C)=N/NC(=O)CNC(=O)c2cccs2)cc1OC
10%	FC(F)Oc1ccccc1NC(=S)Nc1cccc(Cl)c1Cl
8%	O=C(COC(=O)C12CC3CC(CC(C3)C1)C2)NCCCc1ccccc1
7%	O=C(c1cc(C(F)(F)F)cc(C(F)(F)F)c1)N1CCC2(CC1)CCN(c1ncccn1)CC2
12%	COc1cc(NC(=S)NC(=O)CC(C)C)ccc1NC(=O)c1cc2ccccc2o1
-3%	COC(=O)c1nc(N)sc1C(C)C
0%	O=C(CSCc1ccccc1)Nc1ccc(F)c(F)c1
-6%	C=CCn1c(SCc2cc(=O)n3cc(C)ccc3n2)nnc1-c1ccc(F)cc1
6%	OC(COC(c1ccccc1)c1ccccc1)CN1CCc2ccccc2C1 (configuration not stated)
-5%	CCOC(=O)N1CCN(C(=O)c2noc(C(C)C)c2[N+](=O)[O-])CC1
15%	Cc1c(NC(=O)c2ccc(N(C)S(C)(=O)=O)cc2)c(=O)n(-c2ccccc2)n1C
-1%	CSc1nnc(C(C)c2ncc(C(F)(F)F)cc2Cl)n1C (configuration not stated)
-4%	Cc1[nH]n(C2=NCCS2)c(=O)c1N=Nc1cccc(C(F)(F)F)c1
?	O=C(COC(=O)c1ccc(NS(=O)(=O)c2cccs2)cc1O)Nc1nc2ccccc2s1
16%	CCOC(=O)C1(Cc2ccc(OC)cc2)CCN(S(C)(=O)=O)CC1
6%	Cc1ccc(-c2nnc(SCC(=O)N/N=C/c3cccs3)n2-c2ccc(C)cc2)cc1
-2%	COc1cc(/C=N/NC(=O)C(Cc2c[nH]c3ccccc23)NC(=O)OCC(C)C)cc([N+](=O)[O-])c1O (configuration not stated)
-3%	O=c1cnc2cnc(N3CCOCC3)nc2n1Cc1ccc(F)cc1
-6%	COc1nc(-c2ccc(Cl)cc2)nnc1C

An excerpt; the hit share may differ from the screen's.
